CF NFkB inh = cystic fibrosis NF-kB activation inhibition; KKLEB NF-kB-GFP reporter, PAF-induced, GFP fluorescence overnight; inhibition, % at 5 µM; 0.86% of 360,000 active; AID 588850;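 active = at least 50% inhibition at 5 µM, scaled per plate between neutral and stimulator controls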;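 also: PAF is a Pseudomonas aeruginosa culture filtrate used as stimulus; plate controls were PAF-stimulated DMSO wells for no effect and unstimulated DMSO wells for full effect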
Peg3 prom inh = inhibitors of Peg3 promoter; AID 588405; 1.7% of 360,000 active; inhibition, % at 20 µM; HeLa PEG-Prom luciferase reporter, luminescence, overnight;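 active = inhibition of at least 50% at 20 µM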
TRPM1 prom inh = reduces MITF-dependent TRPM1 promoter luciferase signal; inhibition, % at 12.5 µM; 0.83% of 330,000 active; SK-MEL-5 TRPM1 promoter luciferase, 24 h; AID 488899;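 active = mean inhibition across replicates of 60% or more, whatever share of single replicates reaches that level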; also: values of inactives mirror those of a sister screen read the other way
NR2E3 ag-1 = human photoreceptor-specific nuclear receptor agonism | CHO-S Gal4-NCOR/VP16-NR2E3 two-hybrid, luciferase | AID 602229 | inhibition of corepressor binding, % at 3.98 µM | 0.35% of 360,000 active;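 active = inhibition above the mean of all tested compounds plus 3 SD, cut at about 70% in these data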;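 also: 0% = DMSO with NR2E3 transfected cells and 100% = cells lacking NR2E3 construct; higher means lower luciferase signal from less NR2E3 corepressor binding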
Target sequence (Q9Y5X4 whole entry, looked up, the tested form may be a part): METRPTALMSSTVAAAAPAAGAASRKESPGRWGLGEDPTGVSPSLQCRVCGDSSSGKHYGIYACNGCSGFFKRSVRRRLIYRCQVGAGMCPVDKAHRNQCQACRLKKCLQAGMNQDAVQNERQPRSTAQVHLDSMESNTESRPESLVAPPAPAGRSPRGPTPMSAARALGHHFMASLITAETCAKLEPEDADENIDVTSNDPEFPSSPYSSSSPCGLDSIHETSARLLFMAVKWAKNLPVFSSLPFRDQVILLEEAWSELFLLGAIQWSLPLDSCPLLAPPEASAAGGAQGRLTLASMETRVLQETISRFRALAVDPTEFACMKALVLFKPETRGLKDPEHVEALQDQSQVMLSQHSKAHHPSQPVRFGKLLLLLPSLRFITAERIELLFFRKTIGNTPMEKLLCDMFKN
NR2E3 ag-2 = agonists of human nuclear receptor NR2E3; Q9Y5X4; AID 2300; inhibition of corepressor binding, % at 4.78 µM; 0.12% of 320,000 active; GST-NR2E3/biotin-RetCOR TR-FRET, 1536-well;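 active = percent inhibition above the cutoff of mean plus 3 SD of all tested compounds, set per screening campaign, cut at about 20% in these data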;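 also: 0% = DMSO wells and 100% = biotin wells as full block of FRET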
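Material: NR2E3–RetCOR corepressor complex | Quantity: 1.35 nM GST-tagged NR2E3 final | Schedule: 5 h at 4 °C | Replication: Singlicate compound wells | Reagent: RetCOR corepressor, biotinylated, 7 nM | Controls: Biotin wells as high control, 0.6% DMSO wells as low control | Signal: TR-FRET, Eu(K)-anti-GST donor, streptavidin-D2 acceptor, ex 340, em 617/671 nm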
Shn3 3UTR inh = Schnurri-3 reporter inhibition in Clone20 osteoblasts | Clone20 osteoblast Shn3 3'UTR firefly luciferase, 24 h | inhibition, % at 12.5 µM | AID 588674 | 0.52% of 360,000 active;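 active = mean inhibition of at least 75% with every replicate also reaching 75%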;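 also: 0% = median of neutral control wells and 100% = pilot-screen positive control compound; some compounds past the cut are filed as inactive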
hiPSC survival = hiPSC single-cell survival enhancement | ATPlite luminescence; 100% = ROCK inhibitor wells, 0% = DMSO | 0.044% of 360,000 active | survival enhancement, % at 20 µM; in the data active = survival enhancement above about 18%;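 also: cells exposed to compounds for 16 hours before the ATP read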
TRAIL sens C8 = sensitizes caspase-8 expressing cells to TRAIL; NB7+C8 cells + TRAIL, ATPlite viability luminescence; inhibition (viability loss, TRAIL sensitization), % at 10 µM; 1% of 360,000 active; AID 624354;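 active = compounds causing at least 50% loss of cell viability in the single-dose screen, relative to plate controls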
EBV LMP1 NFkB = Epstein-Barr LMP1 NF-kappaB reporter inhibition; LMP1-induced NF-kappaB luciferase reporter cells, luminescence; inhibition, % at 12.5 µM; 0.69% of 350,000 active; in the data active = inhibition above about 41%;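 also: 0% = neutral control wells and 100% = reference inhibitor control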
KKLEB cytotox = CF airway cell cytotoxicity counter-screen. KKLEB CF airway cells viability, ATPlite luminescence, overnight; stronger effect = lower value; cells stimulated with P. aeruginosa culture filtrate. activity change (cytotoxicity), % at 5 µM. 0.36% of 360,000 active. AID 602141;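 active = corrected activity change at or below -50% at 5 µM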
HIF-2a block = HIF-2a inhibition | inhibition, % at 18.8 µM | 786-0 RCC cells HIF-2a reporter, luciferase luminescence, overnight | 0.72% of 360,000 active | AID 624352;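 active = inhibition of the luminescence signal of 40% or more relative to plate controls, in a single-dose primary screen at 18.75 µM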
Active calls of the source: *; / = no result given. Not all compounds are listed; count on the stated rates, not on these rows.

SMILES	CF NFkB inh	Peg3 prom inh	TRPM1 prom inh	NR2E3 ag-1	NR2E3 ag-2	Shn3 3UTR inh	hiPSC survival	TRAIL sens C8	EBV LMP1 NFkB	KKLEB cytotox	HIF-2a block
CC(=O)N1CCN(S(=O)(=O)c2cccc(C(=O)OCc3cccc(F)c3)c2)CC1	-21	-6	0	-19	-1	42	2.9	6	0	18	6
O=C(Nc1nc(SCc2ccc(F)cc2)ns1)c1ccco1	6	-61	-27	-126	2	-10	-0.8	4	-11	1	-207
COCCn1nnnc1C(c1ccc(C)cc1)N1CCN(Cc2ccc3c(c2)OCO3)CC1 (stereo not given)	3	15	-4	-3	/	2	-0.7	5	-1	-6	2
CN(C)C(CNC(=O)c1ccc2ccccc2n1)c1ccccc1 (stereo not given)	-14	1	-10	-4	3	-2	-0.5	-14	-12	9	4
CCOC(=O)C(=O)Nc1nccs1	-18	3	25	6	4	31	-1.0	2	-1	2	6
CC1CCN(C(=O)CN2C(=O)NC3(CCCc4ccccc43)C2=O)CC1 (stereo not given)	-20	11	-7	17	/	4	-0.1	4	0	-6	-3
CCOc1ccccc1N(CC(=O)NC1CCCC1)C(=O)CCC(=O)Nc1cc(C)on1	-1	9	4	-21	-1	3	-0.4	-1	4	6	9
CCOC(=O)c1c(NC(=O)Nc2ccc(Cl)cc2)sc(C)c1C	3	18	4	-5	2	6	2.3	2	0	7	-3
CCC(C(=O)NC1CCCC1)N(C(=O)Cn1nnc(-c2ccc(C)o2)n1)C(C)(C)C (stereo not given)	-14	12	-7	-22	-1	0	-0.6	-15	-5	2	-4
CCN(CC)C(=O)CC(c1ccc(N(C)C)cc1)c1c(OC)cc(OC)c2c(-c3ccccc3)cc(=O)oc12 (stereo not given)	22	8	9	-29	2	29	-0.4	22	15	-7	7
COc1ccc(C(=O)Nn2c(SCc3ccc([N+](=O)[O-])cc3)nc3ccccc3c2=O)cc1	-18	-119	-35	-12	-2	-11	-0.1	26	3	-8	-52
O=[N+]([O-])c1ccc(Nc2nc(N3CCOCC3)nc(N3CCOCC3)n2)cc1	-26	3	-10	-5	-2	7	-0.1	-18	6	0	13
O=C(NCc1ccco1)c1ccc(CS(=O)(=O)c2cccc(C(F)(F)F)c2)o1	1	2	3	-3	1	10	-3.4	-6	1	-3	4
O=[N+]([O-])c1ccn(-c2nc(-c3cccs3)cc(C(F)(F)F)n2)n1	-16	-6	-2	-31	3	-12	0.1	2	8	-4	1
COc1ccccc1NC(=O)CSc1nnc(CC(=O)Nc2ccccc2C)n1C	16	7	2	-11	3	-1	-0.5	-3	-1	1	0

Arranged by the number under CF NFkB inh (highest first): three of the compounds above.
SMILES,CF NFkB inh
CCN(CC)C(=O)CC(c1ccc(N(C)C)cc1)c1c(OC)cc(OC)c2c(-c3ccccc3)cc(=O)oc12 (stereo not given),22
COCCn1nnnc1C(c1ccc(C)cc1)N1CCN(Cc2ccc3c(c2)OCO3)CC1 (stereo not given),3
CC(=O)N1CCN(S(=O)(=O)c2cccc(C(=O)OCc3cccc(F)c3)c2)CC1,-21

(cont.)
SMILES	CF NFkB inh	Peg3 prom inh	TRPM1 prom inh	NR2E3 ag-1	NR2E3 ag-2	Shn3 3UTR inh	hiPSC survival	TRAIL sens C8	EBV LMP1 NFkB	KKLEB cytotox	HIF-2a block
CC1CN(c2nc3ccccc3nc2C(C#N)C(=O)NCc2ccc3c(c2)OCO3)CC(C)O1 (stereo not given)	5	22	3	12	0	12	-0.2	-3	-3	7	17
O=C(NC12CC3CC(CC(C3)C1)C2)N1CCN(c2ccccn2)CC1	1	-4	-14	1	-1	1	-1.2	-7	6	-5	-17
COC(=O)Nc1ccc(C)c(NC(=O)OC)c1	23	1	3	-16	0	3	0.2	13	-3	8	13
COc1ccc(CN2CCNC(=O)C2CC(=O)N(C)Cc2nccs2)cc1OC (stereo not given)	11	4	7	-17	1	-9	-0.3	-8	-1	-13	18
CCOC(=O)Cn1c(C)c(Br)c(=O)c2cccc(C)c21	4	-6	7	-4	0	-3	-1.6	-14	7	-8	-3
CCc1c(C)nc2c(OC)cccc2c1Cl	-4	-39	-7	-3	-4	-40	0.9	3	-4	-3	-63
CC(NC(=O)c1ccc(Br)cc1)C(=O)NC1=NCCS1 (stereo not given)	14	20	-1	4	1	3	0.0	-3	6	-3	6
CCCOC(=O)c1ccc(OCC(O)Cn2c(C)nc3ccccc32)cc1 (stereo not given)	6	-14	33	62	/	89*	-3.1	19	-2	5	17
Cc1cccc(NC(=O)CCN2C(=O)C3C4C=CC(C4)C3C2=O)n1 (stereo not given)	4	-4	-2	-11	-1	-12	3.5	-12	-1	4	-11
O=C(NCCc1ccncc1)Nc1cccc(Cl)c1	-2	17	-3	7	-1	-4	-3.9	3	2	2	12
CC(=O)Nc1ccc(NC(=O)c2ccc(Cl)nc2)cc1	21	-47	0	-28	0	/	-0.5	-31	-3	2	-17
O=S(=O)(NCc1ccccc1)NCc1ccccc1F	-3	1	-3	-3	-5	-18	0.3	-4	2	-2	20
Cc1cc(Cl)c2c(c1)[C@]1(C(=O)N2)[C@@H]2C(=O)N(Cc3ccccc3)C(=O)[C@@H]2[C@@H]2CCCN21	3	34	5	17	4	-3	-1.7	4	-5	7	10
COc1ccc(CCNc2ccc(C(=O)O)cc2[N+](=O)[O-])cc1OC	0	2	-2	35	7	5	-0.4	-2	-6	-3	12
C/C(=N\NC(=O)c1cccc(Br)c1)c1ccc(Br)cc1	-2	-19	-15	-27	-4	-9	-1.7	16	-8	9	-15
CCOc1ccc(C(=O)NC(=S)Nc2ccc(N3CCCCC3)cc2)cc1[N+](=O)[O-]	3	1	-4	-25	-1	23	3.2	0	16	8	1
N#CC(=C1CCCC1)c1nc(-c2ccccc2O)cs1	-14	-330	-66	-118	1	-79	-3.2	38	5	-17	-233
CC1CCCC(NC(=O)CSc2nccn2C)C1C (stereo not given)	0	1	-9	-11	6	13	-2.5	-15	5	-6	17
CCOC(=O)CSc1nnc(CNC(=O)c2cccs2)n1CCc1ccccc1	-14	1	2	-31	4	-1	-0.2	-15	-2	4	-16
Cc1[nH]c(=O)[nH]c(=O)c1S(=O)(=O)N1CCOCC1	1	6	-1	-11	0	-8	-1.4	9	2	11	10
COc1cc(S(=O)(=O)N2CCOCC2)ccc1NC(=O)c1cc2c(s1)CCC2	-3	15	20	-6	0	4	2.6	-11	-9	-1	-13
CCCCC(=O)N(c1ccc(OC)cc1)C1C=CS(=O)(=O)C1 (stereo not given)	-8	11	-6	-26	0	-21	2.5	-13	-2	2	10
Cc1cc(Cl)cc(Br)c1OCCCCn1cncn1	-4	-14	-4	-45	-1	2	2.1	-19	-4	-2	2
NNC(=O)[C@H](Cc1ccccc1)NC(=O)Nc1ccc2c(c1)OCCO2	11	-7	7	-30	0	-2	-0.8	16	1	1	6
COc1ccccc1NC(=O)CSc1nc(C)c2c(c1C#N)CCCC2	10	3	-7	-18	-5	35	-1.6	6	18	-12	20
Oc1ccccc1C(=S)N1CCN(c2cccc(Cl)c2)CC1	-12	14	2	-15	2	7	-0.3	-8	-3	-1	10
COc1ccc(/C=C/C(=O)c2cc(F)ccc2OC(=O)c2ccccc2OC)cc1OC	71*	52*	45	-12	/	17	-0.2	-37	-7	-23	76*
O=C(Cn1c(=O)[nH]c2ccccc2c1=O)N1CCN(Cc2ccc3c(c2)OCO3)CC1	-9	4	5	3	1	21	-0.3	-1	3	-3	7
COc1ccc(/C=N/NC(=O)CCn2nnc3ccccc32)cc1	6	-30	-25	1	0	-1	-0.5	8	9	4	-33
Cc1cc(=O)oc2cc(OCC(=O)N3CCN(C(=O)C4COc5ccccc5O4)CC3)ccc12 (stereo not given)	-20	1	-1	-7	0	17	-0.7	0	5	4	-3
COc1ccccc1CNC(=O)C(=O)Nc1ccc(C(=O)N2CCC(C)CC2)cc1	2	-2	9	-1	-5	10	0.0	13	4	-2	3
N/C(Cc1cccc2ccccc12)=N\OC(=O)c1ccc2c(c1)OCO2	4	9	26	3	2	14	-0.7	3	-5	-2	25
CN1C(c2ccc(F)cc2)=CS/C1=C(/C#N)c1nnc(N2CCOCC2)n1-c1ccccc1	-13	13	-13	-1	2	-10	1.5	3	5	12	7
COc1cccc(-c2nnn(CCc3nn[nH]n3)n2)c1	-4	13	7	-14	-3	-11	-1.6	-2	-2	8	17
O=C1CC(NCc2ccncc2)C(=O)N1c1ccccc1 (stereo not given)	12	-36	5	-8	3	1	4.5	-12	6	-4	-19
COc1ccc(CSCC(=O)Nc2ccccc2SC)cc1	-4	-5	-15	5	-2	11	-0.2	-4	-1	8	3
O=C(Cn1c(=O)n(-c2ccccc2)c(=O)n1CC(=O)N1CCCCC1)N1CCCCC1	2	9	7	-9	5	-7	-0.2	-6	0	5	21
CCOc1ccc(C2Nc3ccccc3NC3=C2C(=O)CC(C)(C)C3)cc1OC (stereo not given)	-29	1	4	-8	-4	13	-0.3	-15	2	6	-22
CNS(=O)(=O)c1cccc(C(=O)OCC(=O)Nc2ccccc2OC(F)F)c1	12	8	-8	-17	-3	-12	2.3	4	-2	-13	4
O=C(CN(C(=O)c1csnn1)c1ccccc1C(F)(F)F)NCc1ccccc1	-1	1	3	-38	2	-5	0.8	-11	-5	3	8
O=C1CN(C(=O)NCC(=O)N[C@@H](C(=O)O)c2ccccc2)c2ccccc2N1	-7	2	-14	-11	5	0	0.0	2	-2	2	10
Cc1cn([C@H]2C[C@H](O)[C@@H](CNS(=O)(=O)N3CCCC3)O2)c(=O)[nH]c1=O	-3	-30	/	-11	/	-22	-2.9	-7	7	-4	-4
O=C(O)/C=C/c1ccc2c(c1)OCCO2	31	4	13	-6	2	-12	-0.7	-7	-3	-8	17
Cc1ccc(C(=O)N2CCN(c3ncnc4c(C)csc34)CC2)cc1	-2	-30	-2	-8	3	27	-0.3	-7	18	4	-39
COC(=O)c1[nH]c2ccccc2c1NS(=O)(=O)c1ccc(F)c(C)c1	1	35	-6	22	1	34	-0.1	5	13	-9	17
O=C(NCc1cccs1)C1Cc2c(-c3ccc(Cl)cc3)ccnc2O1 (stereo not given)	31	-41	/	-36	/	-4	0.1	26	/	-18	-22
O=C(Nc1ccc(N2CCCC2)cc1)C(c1ccccc1)c1ccccc1	-11	15	-4	-12	2	-5	2.6	-10	-4	1	37
Cc1nnc(SCC(=O)Nc2ccccc2)n1CCc1ccccc1	2	-7	4	-22	1	-11	-0.8	-21	-8	20	21
Cn1c(SCC(=O)Nc2ccccc2F)nnc1C1CCCCC1	-7	4	12	3	4	-3	0.1	4	2	6	4
COc1ccc(-c2cc(=O)oc3c(C)c(OCc4nn[nH]n4)ccc23)cc1	8	12	13	-3	0	10	-2.6	-2	1	5	16
